Abeta rescue – qHTS for compounds that reverse cellular toxicity of Amyloid beta (A-beta) peptide in yeast: Primary Screen. Potency, µM (highest dose often 46.1 µM), for inactives: top-dose growth rescue, usual class: activators. yeast expressing A-beta42, growth rescue, OD600, 48 h; response scale: 0% DMSO, 100% iron-clioquinol control. 410,000 tested, 0.063% active; also: potency is read from the fitted curve at half-maximal effect; nearly all actives have a fitted effect of over 55% in size
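Yeast growth medium received pinned compounds, then yeast cells expressing toxic A-beta were added; plates incubated at 30 C for 48 hr. Growth read as absorbance at 600 nm, normalized to DMSO and equimolar FeCl3 plus clioquinol controls.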
D3 antag – qHTS of D3 Dopamine Receptor Antagonist: qHTS | max response, negative = inhibition, % | D3R cells, DiscoveRx beta-arrestin luminescence, antagonist mode; stronger effect = lower value | D(3) dopamine receptor (Homo sapiens), P35462 | 360,000 tested, 2.5% active; in the data active = max response below about -50%; inconclusive = no clear call, values can overlap the other calls; also: % is scaled to controls: 0 for no effect and ±100 for the full control effect; mostly tested at two doses, the higher about 12 µM
Target sequence (P35462 whole entry, looked up): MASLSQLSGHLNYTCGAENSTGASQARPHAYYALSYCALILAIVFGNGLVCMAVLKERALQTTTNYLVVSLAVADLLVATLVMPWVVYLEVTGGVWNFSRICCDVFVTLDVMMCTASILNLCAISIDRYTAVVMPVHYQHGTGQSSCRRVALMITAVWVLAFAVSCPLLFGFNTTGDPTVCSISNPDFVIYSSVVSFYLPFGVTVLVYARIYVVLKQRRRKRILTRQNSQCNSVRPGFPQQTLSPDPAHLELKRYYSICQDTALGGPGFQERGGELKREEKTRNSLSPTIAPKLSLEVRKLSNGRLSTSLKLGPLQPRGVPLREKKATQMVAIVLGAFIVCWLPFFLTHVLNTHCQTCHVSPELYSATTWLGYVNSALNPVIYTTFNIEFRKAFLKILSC
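Cells expressing the human receptor were seeded at 1500 cells/well, incubated overnight at 37 degrees C in 5% CO2, then exposed to library compounds with dopamine controls for 90 minutes at 37 degrees C before luminescent detection.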
PTHR1 ag – qHTS for PTHR1 Agonists: Primary Screen. HEK293 GP2 PTHR1 cells, GloSensor cAMP luminescence, 1 h. Potency, µM (top dose mostly 115 µM), inactives show at the top dose activation, hits mostly activators. Parathyroid hormone/parathyroid hormone-related peptide receptor (Homo sapiens), Q03431. 410,000 tested, 0.075% active; also: potency is read from the fitted curve at half-maximal effect; nearly all actives have a fitted effect of over 55% in size; some results filed as inactive show a strong effect at the top dose; inactives centre near -15; many of its hits are not listed in these tables
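HEK-293-derived GP2 cells expressing PTHR1 and a GloSensor cAMP reporter, 3,000/well, plated overnight, given luciferin plus IBMX (each 0.5 mM as added) for 1 h at 37 °C, then compound for 1 h at 37 °C. Luminescence was read after 15 min at room temperature.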
Akt phos inh – HTS Assay for Inhibitors of Akt Phophorylation: Primary Screen. AID 651550, 2012. activity change, % for hits at 50 µM. 360,000 tested, 0.32% active. Neuro2A IGF-stimulated pAkt S473 HTRF, 20 min; stronger effect = lower value; in the data active = activity change below about -80%; inconclusive = mostly about -51% to -80%; also: % is scaled to controls: 0 for no effect and ±100 for the full control effect
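Neuro2A cells in DMEM with 0.5% FBS, overnight at 37 deg C, given compound at single 50 µM final, then IGF (6 nM final) for 20 min at 37 deg C. Lysed; phospho-Akt Ser473 by HTRF after 24 h, 665/615 ratio.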
aSyn rescue – qHTS of alpha-syn Inhibitors | Yeast expressing alpha-synuclein, growth rescue, BacTiter-Glo, 24 h | Potency, µM (top dose mostly 46.1 µM), for inactives: at the highest dose growth rescue (activation), actives largely listed as activators | 370,000 tested, 0.14% active | AID 652106, 2013; also: potency is read from the fitted curve at half-maximal effect; % of control where 0% means no effect; nearly all actives have a fitted effect of over 65% in size
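Rescue of yeast growth: cells expressing toxic alpha-synuclein, induced in galactose at OD600 0.02, incubated with compound 24 h at 30 C. ATP luminescence quantified growth; inhibitors of toxicity appear as activators.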
FUS suppressor – qHTS for Suppressors of FUS Proteinopathy: Primary screen using FUS-linked yeast assay; S. cerevisiae FUS-expressing, growth rescue, OD600, 24 h; Potency, µM (titrated, usually from 76.6 µM), for the others: at the highest dose growth rescue (activation), hits mostly activators; 390,000 tested, 0.24% active; AID 1347120, 2019;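 also: potency is read from the fitted curve at half-maximal effect; plate controls were DMSO vehicle for no effect and reference control for full effect; nearly all actives have a fitted effect of over 55% in size; some results filed as inactive show a strong effect at the top dose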
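FUS-expressing yeast, raffinose-pregrown, induced in 2% galactose minimal medium at OD 0.005; compounds in a dilution series, 24hr at 30C. Growth restoration read as absorbance at 600 nm. CP55940 positive control, DMSO negative.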
GLP1R inv ag – qHTS of GLP-1 Receptor Inverse Agonists (Inhibition Mode); HEK293 GLP-1R CRE-luciferase, luminescence, 24 h; GLP-1R form is constitutively active; Potency, µM (titrated, usually from 38.3 µM), for inactives: at the top dose activity change, negative = inhibition, usual class: inhibitors; 410,000 tested, 1.6% active; also: potency is read from the fitted curve at half-maximal effect; % is scaled to controls: 0 for no effect and ±100 for the full control effect; nearly all actives have a fitted effect of over 55% in size
Target sequence (P43220 whole entry, looked up): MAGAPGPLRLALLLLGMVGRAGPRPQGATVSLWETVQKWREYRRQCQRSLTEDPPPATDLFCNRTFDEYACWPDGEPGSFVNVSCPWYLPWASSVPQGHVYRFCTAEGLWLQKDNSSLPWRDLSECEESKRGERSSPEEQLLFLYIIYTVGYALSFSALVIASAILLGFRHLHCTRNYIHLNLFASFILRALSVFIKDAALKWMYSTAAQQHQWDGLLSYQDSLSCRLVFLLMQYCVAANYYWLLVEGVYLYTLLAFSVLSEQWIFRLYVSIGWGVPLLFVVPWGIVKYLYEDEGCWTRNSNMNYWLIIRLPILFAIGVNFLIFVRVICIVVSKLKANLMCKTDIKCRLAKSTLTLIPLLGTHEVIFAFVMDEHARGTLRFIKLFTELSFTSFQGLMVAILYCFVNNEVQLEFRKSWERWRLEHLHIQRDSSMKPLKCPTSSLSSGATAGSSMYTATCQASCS
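GLP-1R inverse agonism mode: basal reporter luminescence in engineered HEK293 cells measured after one day of compound exposure at 37 deg C, with a 12 min room-temperature detection step.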
TDP43 rescue – qHTS of TDP-43 Inhibitors. Potency, µM (titrated, usually from 46.1 µM), for the others: at the top dose growth rescue (activation), most hits filed as activators. TDP-43 expressing yeast growth rescue, BacTiter-Glo, 24 h. 410,000 tested, 1.8% active; also: potency is read from the fitted curve at half-maximal effect; % of control where 0% means no effect; nearly all actives have a fitted effect of over 50% in size
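Yeast expressing TDP-43 (pregrown in raffinose, seeded at OD600=0.02 in galactose medium) exposed to compounds 24 hr at 30 deg C. Growth read by BacTiter-Glo luminescence; rescue of toxicity appears as increased signal.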
GLP1R ag – qHTS of GLP-1 Receptor Agonists | HEK293 GLP-1R CRE-luciferase, luminescence, 4-6 h; cells express a hypersensitive GLP-1R form | Potency, µM (doses to about 45.6 µM), for the others: top-dose activation, usual class: activators | 380,000 tested, 0.007% active | AID 624172, 2012; also: potency is read from the fitted curve at half-maximal effect; % of control where 0% means no effect
Numbers without * were called inactive; i = inactive; ? = inconclusive; . = no result given; & = joins results of further samples; [ ] = another dose, or the depositor's remark. Unless noted, calls follow the shape of the dose curve; as a rule, active = well fitted curve in the direction sought with a large enough effect; inconclusive = small, poorly fitted or top-dose-only effect, or another doubt; inactive = no such curve, though single readings can be large; an effect the other way counts as inactive or inconclusive.

The opening 3 entries (preview)
SMILES	Abeta rescue	D3 antag	PTHR1 ag	Akt phos inh	aSyn rescue	FUS suppressor	GLP1R inv ag	TDP43 rescue	GLP1R ag
NC(=O)C[C@H]1NC(=O)[C@H](CCC(=O)O)NC(=O)c2cc([N+](=O)[O-])cc(I)c2NCCC[C@@H](C(N)=O)NC1=O	-17%	?	i	i	-1%	0%	8%	14%	-2%
COc1ccc(/C=C(\C#N)C(=O)OCC(=O)Nc2c(C)cccc2C)cc1	15%	2	i	i	1%	.	6%	7%	-2%
CCCS(=O)(=O)N1CCCC(C(=O)NCCCN(CC)c2cccc(C)c2)C1 (stereo unspecified)	-4%	23	-14%[57.5 µM]	i	5%	-1%	?	5%	-5%

Main list, previewed entries included:
SMILES	Abeta rescue	D3 antag	PTHR1 ag	Akt phos inh	aSyn rescue	FUS suppressor	GLP1R inv ag	TDP43 rescue	GLP1R ag
NC(=O)C[C@H]1NC(=O)[C@H](CCC(=O)O)NC(=O)c2cc([N+](=O)[O-])cc(I)c2NCCC[C@@H](C(N)=O)NC1=O	-17%	?	i	i	-1%	0%	8%	14%	-2%
COc1ccc(/C=C(\C#N)C(=O)OCC(=O)Nc2c(C)cccc2C)cc1	15%	2	i	i	1%	.	6%	7%	-2%
CCCS(=O)(=O)N1CCCC(C(=O)NCCCN(CC)c2cccc(C)c2)C1 (stereo unspecified)	-4%	23	-14%[57.5 µM]	i	5%	-1%	?	5%	-5%
Cc1ccc(CNC(=O)c2ccc3c(c2)c(C)c(C)n3Cc2ccccc2)o1	-11%	.	i	.	.	28%	?	-1%	.
COc1ccc2nc(NC(=O)Nc3cccc4ccccc34)sc2c1	-11%	-7	i	i	-9%	3%	-1%	-5%	-4%
Cc1ccc(C(C(=O)NC2CCCC2)N(Cc2ccco2)C(=O)CCC(=O)Nc2ccccn2)cc1 (stereo unspecified)	3%	0	-24%[57.5 µM]	i	-2%	27%	?	0%	1%
O=C(C[n+]1cc(Br)cc(Br)c1)c1ccccc1	-13%	1	-6%	i	-1%&1%	-9%	6%	-13%	-1%
COc1ccc(NC(=O)c2ccco2)cc1NC(=O)C(C)(C)Oc1ccc(Cl)cc1	-13%	.	-15%	.	.	-12%	?	14%	.
Cc1nn(C)c(C)c1S(=O)(=O)N(CC(=O)NCCCOC(C)C)c1ccc(C(C)C)cc1	5%	11	-10%[57.5 µM]	.	6%	?	0%	-3%	2%
CN1CCN(CC#CCC(O)(c2ccccc2)C2CCCC2)CC1 (stereo unspecified)	-15%	?	-17%[57.5 µM]	i	-4%	13%	?	-18%	9%
CC(C)C[C@H](NC(=O)OC(C)(C)C)C(=O)N/N=C/c1ccc2nccnc2c1	1%	-24	i	i	1%	5%	69%[activator]	-13%	24%
CN(Cc1cccnc1)C(=O)c1cc(COc2ccc3ncccc3c2)on1	-5%	8	-39%[inhibitor]	i	0%	3%	7%	21%	2%
O=C1NC(=O)C2(CCCc3c([N+](=O)[O-])cccc32)N1 (stereo unspecified)	-5%	22	i	i	7%	2%	-11%	11%	-4%
CCc1cc2c(SCC(=O)c3ccc(Cl)s3)ncnc2s1	-16%	-5	-10%	i	-4%	-17%	-20%	-17%	1%
CC(C)(C)c1csc(CS(=O)(=O)c2ccccn2)n1	13%	0	-37%[inhibitor]	i	16%	9%	6%	22%	-2%
c1csc(CNc2ccn3nc(-c4ccc(OCCN5CCOCC5)cc4)cc3n2)c1	-12%	54	i	i	3%	4%	?	-3%	-8%
O=C(Nc1cccc(Br)c1)c1ccc2nc(N3C(=O)CCC3=O)sc2c1	1%	?	i	i	2%	16%	0%	-11%	-7%
O=c1[nH]c(C2CCN(S(=O)(=O)c3ccccc3)CC2)nc2c1nnn2Cc1ccc2c(c1)OCCO2	.	-8	i	i	2%	?	10%	-5%	-5%
COc1cc2c(cc1OC)C(COc1ccc3c(C)cc(=O)oc3c1)N(C(=O)c1cccc(OC)c1OC)CC2 (stereo unspecified)	-1%	.	-25%	.	.	42%	29%	10%	.
N/C(=N\O)c1ccc([N+](=O)[O-])s1	-7%	4	i	i	4%	-12%	5%	30%	-3%
COc1ccc(NC(=O)Cn2c(=O)n(CC(=O)NCCc3ccccc3)c(=O)c3ccccc32)cc1	-9%	.	-17%	.	.	35%	7%	2%	0%
CN(C)CCCNc1c2ccccc2nc2ccccc12	-16%	-17	-4%	i	-13%	4%	?	-20%	-9%
CNC(=S)N(Cc1ccc(Cl)cc1)Cc1cccs1	?	-8	-4%	i	19%	16%	?	?	20%
O=C(Nc1cccc(F)c1)NC1CCCCC1	-3%	-6	-18%[57.5 µM]	i	0%	21%	0%	-6%	-9%
COc1ccc(Nc2ccc(OC)cc2)cc1	6%	-4	-13%	i	1%	18%	9%	9%	13%

(cont.)
SMILES	Abeta rescue	D3 antag	PTHR1 ag	Akt phos inh	aSyn rescue	FUS suppressor	GLP1R inv ag	TDP43 rescue	GLP1R ag
Cc1cccc(C)c1NC(=O)CSc1nnc(-c2ccccc2)n1Cc1ccc2c(c1)OCO2	19%	-18	-41%[inhibitor]	i	-6%	28%	-18%	11%	5%
Cc1ccc(NC(=O)CSc2nccn2C)cc1F	-4%	-6	-25%	i	-4%	26%	9%	-7%	3%
CN(C)c1ccc(-c2noc(C3CCN(S(=O)(=O)c4ccc(C(=O)O)cc4)CC3)n2)cc1	19%	11	-23%	i	5%	19%	0%	-14%	-4%
Cc1ccc(C2N(c3nccs3)C(=O)C3CCCN32)cc1 (stereo unspecified)	16%	5	i	i	24%	0%	-7%	-3%	-8%
CNC(=O)C(Sc1nc(C)nc2c1oc1ccccc12)C(C)=O (stereo unspecified)	-12%	-20	i	i	-13%	61%	5%	-11%	3%
CCC(O)C1CCN(C(=O)c2cc(COc3ccc4ncccc4c3)on2)CC1 (stereo unspecified)	12%	28	-18%	i	0%	9%	-18%	-5%	7%
N#Cc1ccsc1NC(=O)CN1CCN(S(=O)(=O)c2cc(Cl)ccc2Cl)CC1	-13%	?	-1%	i	0%	18%	?	20%	1%
COc1cc2c(cc1OC)CN(C(=O)c1ccc(S(=O)(=O)N3CCCC3)cc1)CC2	-12%	-5	-25%	i	0%	16%	21%	-16%	4%
O=C(OCC(=O)N1CCc2ccccc21)c1ccc([N+](=O)[O-])cc1	-8%	21	i	i	-1%	.	13%	9%	-1%
O=C(NC1CCN(C(=S)NCCc2ccccc2)CC1)C1CCCCC1	-5%	8	0%	i	1%	-29%	10%	7%	10%
O=C1C[C@@H]2C(=O)N(c3ccccc3)C(=O)[C@@H]2[C@@H]2CN(S(=O)(=O)c3ccccc3)[C@@H](c3ccccc3)[C@H]12	-2%	-1	20%	i	2%	?	2%	11%	-3%
O=C(Cn1ncc2c3ccccc3n(Cc3ccc(Cl)cc3)c2c1=O)NCCCc1ccccc1	-7%	.	-8%	.	.	-24%	-17%	5%[9.22 µM]	.
COc1ccc(NC(=O)CSc2nnc(CN3CCOCC3)n2-c2ccccc2)cc1Cl	1%	-8	i	i	-13%	28%	0%	-22%	6%
Cc1c(C(=O)Nc2ccc(C(F)(F)F)cc2)sc2ncn(CC(=O)N3CCN(c4ccccn4)CC3)c(=O)c12	1%	-2	-31%[inhibitor]	i	7%	-17%	0%	15%	-6%
O=C(/C=C/c1cccc([N+](=O)[O-])c1)NCC1CCCO1 (stereo unspecified)	-6%	-13	-3%[57.5 µM]	i	-3%	5%	14%	5%	0%
COc1ccc(Cl)cc1NC(=O)CNCc1cccs1	-11%	-8	-34%[inhibitor]	i	1%	-5%	?	8%	9%
CN(C(=O)c1cc(-n2cnnc2)ccc1Cl)c1ccccc1	20%	-2	i	i	3%	.	12%	-5%	6%
NC(=O)c1c(NC(=O)CCCn2cnc([N+](=O)[O-])n2)sc2c1CCCC2	0%	11	-8%	i	4%	-8%	-3%	-94%[inhibitor]	5%
COc1ccc(OC)c(C(c2nnnn2CCC(C)C)N2CCN(C(=O)c3ccco3)CC2)c1 (stereo unspecified)	1%	0	i	i	5%	29%	-10%	2%	1%
CCNC(=S)N/N=C/c1ccc(C(=O)O)cc1	6%	-9	i	i	0%	0%	-6%[7.66 µM]	-1%	-7%
CCOC(=O)c1cc(-c2ccccc2)n(CCC(=O)NCCc2ccc(OC)c(OC)c2)c1C	-5%	.	0%	.	.	41%	22%	20%	.
CCOc1ccc(CNCc2c(C(=O)O)n(Cc3ccccc3C)c3cc(OC)ccc23)cc1OC	7%	.	i	.	10%	-3%	14%	19%	.
CCOC(=O)c1sc(NC(=O)c2ccc(S(=O)(=O)N(C)C)cc2)cc1C	?	-17	-48%[inhibitor]	.	.	-14%	?	0%	1%
CCC(=O)N1CCC1(C)C(=O)Nc1cccc(OC)c1 (stereo unspecified)	-11%	-6	-23%	i	-1%	-23%	-37%	5%	0%
COc1ccccc1OCC(=O)Nc1ccccc1C(=O)N1CCCCC1	-2%	4	-12%	i	2%	16%	11%	-7%	4%
NC(=O)CSc1nc2cccnc2n1-c1ccc(F)cc1	8%	8	?	i	-2%	-3%	65%[activator]	-18%	12%
CN(Cc1ccccc1)C(=O)COC(=O)c1ccc(Cl)c(N)c1	8%	9	-17%	i	7%	.	20%	5%	0%
CCN(CC)S(=O)(=O)c1ccc(N2CCOCC2)c(NC(=O)CCC2CCCCC2)c1	10%	-13	i	i	1%	?	?	10%	1%

Screens deposited in PubChem BioAssay by National Center for Advancing Translational Sciences (NCATS).

Only part of the results is shown. The share of hits here may be higher or lower than overall.
